# TWEAK Fn14 block = inhibitors of TWEAK-Fn14 interaction signaling; TWEAK-stimulated Fn14 reporter cells, luciferase luminescence, 8 h; AID 1159606; 360,000 tested, 2% active; inhibition, % at 10 µM; in the data active = inhibition above about 50%
# C8 TRAIL sens = caspase-8 TRAIL sensitization; NB7+C8 cells + TRAIL, ATPlite viability luminescence; inhibition (viability loss, TRAIL sensitization), % at 10 µM; 360,000 tested, 1% active; AID 624354;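 active = compounds causing at least 50% loss of cell viability in the single-dose screen, relative to plate controls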
# Peg3 prom inh = Peg3 promoter activity inhibition | HeLa PEG-Prom luciferase reporter, luminescence, overnight | inhibition, % at 20 µM | 360,000 tested, 1.7% active | AID 588405;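 active = inhibition of at least 50% at 20 µM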
# HIF-2a inh = HIF-2a inhibition; 786-0 RCC cells HIF-2a reporter, luciferase luminescence, overnight; inhibition, % at 18.8 µM; 360,000 tested, 0.72% active; AID 624352;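 active = inhibition of the luminescence signal of 40% or more relative to plate controls, in a single-dose primary screen at 18.75 µM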
# NR2E3 ag-1 = NR2E3 (human) agonism; inhibition of corepressor binding, % at 4.78 µM; AID 2300; 320,000 tested, 0.12% active; Q9Y5X4; GST-NR2E3/biotin-RetCOR TR-FRET, 1536-well;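 active = percent inhibition above the cutoff of mean plus 3 SD of all tested compounds, set per screening campaign, cut at about 20% in these data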;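 note: 0% = DMSO wells and 100% = biotin wells as full block of FRET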
# Target sequence (Q9Y5X4 whole entry, looked up): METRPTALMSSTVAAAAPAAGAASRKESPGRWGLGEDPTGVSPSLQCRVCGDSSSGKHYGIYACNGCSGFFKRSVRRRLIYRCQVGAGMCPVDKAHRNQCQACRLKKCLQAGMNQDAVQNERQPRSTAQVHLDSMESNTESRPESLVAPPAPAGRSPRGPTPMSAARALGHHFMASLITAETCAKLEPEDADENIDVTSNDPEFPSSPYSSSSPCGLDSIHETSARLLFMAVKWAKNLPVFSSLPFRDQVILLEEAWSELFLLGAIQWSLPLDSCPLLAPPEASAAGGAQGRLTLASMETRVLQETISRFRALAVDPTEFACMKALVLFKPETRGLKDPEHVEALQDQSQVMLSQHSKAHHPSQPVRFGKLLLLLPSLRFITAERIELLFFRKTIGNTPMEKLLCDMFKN
#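 Material: NR2E3–RetCOR corepressor complex | Quantity: 1.35 nM GST-tagged NR2E3 final | Schedule: 5 h at 4 °C | Replication: Singlicate compound wells | Reagent: RetCOR corepressor, biotinylated, 7 nM | Controls: Biotin wells as high control, 0.6% DMSO wells as low control | Signal: TR-FRET, Eu(K)-anti-GST donor, streptavidin-D2 acceptor, ex 340, em 617/671 nm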
# Shn3 3UTR inh = inhibitors of Schnurri-3 3'UTR reporter in osteoblasts; Clone20 osteoblast Shn3 3'UTR firefly luciferase, 24 h; inhibition, % at 12.5 µM; 360,000 tested, 0.52% active;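 active = mean inhibition of at least 75% with every replicate also reaching 75%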;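 note: 0% = median of neutral control wells and 100% = pilot-screen positive control compound; some compounds past the cut are filed as inactive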
# NR2E3 ag-2 = activates human NR2E3 receptor; Q9Y5X4; CHO-S Gal4-NCOR/VP16-NR2E3 two-hybrid, luciferase; 360,000 tested, 0.35% active; inhibition of corepressor binding, % at 3.98 µM; AID 602229;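 active = inhibition above the mean of all tested compounds plus 3 SD, cut at about 70% in these data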;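 note: 0% = DMSO with NR2E3 transfected cells and 100% = cells lacking NR2E3 construct; higher means lower luciferase signal from less NR2E3 corepressor binding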
# TROY signal inh = inhibitors of TROY-dependent NF-kB signaling; Q293 LMP1-TROYcd NF-kB luciferase reporter, 4 h; inhibition, % at 10 µM; 360,000 tested, 0.98% active; AID 1347056;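 active = compounds whose plate-normalised and pattern-corrected inhibition of the luciferase reporter signal at the single screening dose is 50% or more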
# TRPM1 prom inh = MITF TRPM1 promoter inhibition in SK-MEL-5 cells | AID 488899 | SK-MEL-5 TRPM1 promoter luciferase, 24 h | inhibition, % at 12.5 µM | 330,000 tested, 0.83% active;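 active = mean inhibition across replicates of 60% or more, whatever share of single replicates reaches that level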; note: values of inactives mirror those of a sister screen read the other way
# KKLEB tox = CF airway cell cytotoxicity counter-screen. KKLEB CF airway cells viability, ATPlite luminescence, overnight; active compounds read low; cells stimulated with P. aeruginosa culture filtrate. activity change (cytotoxicity), % at 5 µM. 360,000 tested, 0.36% active. AID 602141;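 active = corrected activity change at or below -50% at 5 µM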
# CF NFkB inh = cystic fibrosis NF-kB activation inhibition; KKLEB NF-kB-GFP reporter, PAF-induced, GFP fluorescence overnight; inhibition, % at 5 µM; 360,000 tested, 0.86% active; AID 588850;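 active = at least 50% inhibition at 5 µM, scaled per plate between neutral and stimulator controls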;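 note: PAF is a Pseudomonas aeruginosa culture filtrate used as stimulus; plate controls were PAF-stimulated DMSO wells for no effect and unstimulated DMSO wells for full effect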
# * hit, by the source's call; . = not tested or not shown. Only part of the results is shown. The share of hits here may be higher or lower than overall.
SMILES,TWEAK Fn14 block,C8 TRAIL sens,Peg3 prom inh,HIF-2a inh,NR2E3 ag-1,Shn3 3UTR inh,NR2E3 ag-2,TROY signal inh,TRPM1 prom inh,KKLEB tox,CF NFkB inh
Cc1cccc(C(=O)N2CCCC(CCC(=O)N3CCN(c4ccccn4)CC3)C2)c1C (configuration not stated),3,4,9,-4,1,20,14,12,12,2,-30
COc1ccc(C(=O)NCc2nnc(SCC(=O)NCc3ccco3)o2)cc1,1,10,-3,7,2,-5,13,-12,0,-2,-12
O=C(CCCCCNC(=O)c1ccccc1)N/N=C/c1ccc(F)cc1,-9,0,-7,-4,-2,-3,-13,8,13,-2,-20
O=C(O)c1cc(-c2ccco2)nc2ccccc12,1,-3,-14,0,9,7,-14,-15,-2,5,-18
O=C(O)c1[nH]c2ccccc2c1C(c1ccccc1)c1c(C(=O)O)[nH]c2ccccc12,-10,-11,10,18,-2,-8,-27,-5,10,10,-12
Cn1c(SCC(=O)Nc2nccs2)nnc1-c1ccco1,-13,-5,19,0,5,-2,12,-8,-2,-5,11
COc1ccc(-c2coc3cc(O)ccc3c2=O)cc1OC,-8,7,-91,-153,-2,-46,-70,6,-36,-3,-9
Oc1ccc(C[C@@H]2CNC(=S)N2CCc2cc(C(F)(F)F)cc(C(F)(F)F)c2)cc1,1,3,-15,12,1,5,3,4,2,-1,5
COc1nc2ccccc2c(=O)n1OCC(C)C,0,0,-9,-12,0,-9,-6,-9,-5,-8,-9
O=C(Cc1c(Cl)cccc1Cl)Nc1ccncc1,5,-2,13,14,.,0,1,-3,9,9,-25
O=C(c1cc([N+](=O)[O-])cc([N+](=O)[O-])c1)N1CCCc2ccccc21,10,-3,-2,18,-2,-6,-33,16,-8,0,-3
CCCSc1nnc(CNS(=O)(=O)c2ccc(C)cc2)n1C,-5,-14,3,14,-2,10,-27,-18,-20,1,-26
CC(NC(=O)CCCc1nnc2n(C)c(=O)c3sccc3n12)c1ccccc1 (configuration not stated),-10,3,1,11,-1,4,-38,-20,7,4,-18
CCOC(=O)C1CCCN(S(=O)(=O)c2cc3c4c(c2)CCN4C(=O)CC3)C1 (configuration not stated),0,16,-21,5,-2,20,2,26,-3,17,-5
COc1cccc2cc(/C(C)=N/Nc3nc(-c4cc(C)ccc4C)cs3)c(=O)oc12,-2,-8,20,16,2,2,-19,-11,1,-27,-29
COc1cccc(-c2nc(C=O)cs2)c1,-14,-19,3,-11,-1,-16,-1,-4,3,6,-4
Cc1ccc(NC(=O)C2CCN(S(=O)(=O)c3ccc(C(C)(C)C)cc3)CC2)cc1S(=O)(=O)N1CCOCC1,21,22,19,4,.,17,12,21,5,2,3
O=C(COc1cccc2c1CCN(Cc1ccccc1)C2=O)NCc1ccco1,3,-2,8,0,1,-6,-12,1,-2,1,-7
Cc1sc2ncnc(SCC(=O)c3cccs3)c2c1C,-14,11,-157,-148,-5,-5,-84,-51,-26,-13,7
C[C@H](NC(=O)C1CCN(S(=O)(=O)c2ccccc2)CC1)C(=O)NCc1ccco1,-5,4,-4,3,2,-4,-2,-10,11,-6,19
O=C(Nc1ccc2c(c1)OCO2)C1CCCCN1S(=O)(=O)c1ccccc1 (configuration not stated),-18,1,-18,-17,-3,1,-19,-20,-2,3,-12
COc1nc(C)cc(C)c1S(=O)(=O)c1ccc(Cl)cc1,1,4,-10,-29,4,17,-23,-42,-6,-9,-7
COC(=O)c1ccc(NS(=O)(=O)c2cc(-c3cc(C)no3)ccc2OC)cc1,11,26,22,-5,1,-11,16,-12,24,-6,8
Cc1ccc(NC(=O)CC2C(=O)OCC3CCCCN32)cc1Cl (configuration not stated),0,-8,19,-1,1,-16,-7,4,4,-1,10
Cc1nn2c(=O)[nH]cnc2c1Cl,-2,-3,8,6,.,6,12,-5,.,-10,4
CC(=O)Cc1nsc(NC(=O)c2ccco2)n1,-8,-11,0,0,1,19,-19,-4,-1,-4,-6
CC(=O)Nc1ccc(Nc2ncnc3c2nnn3Cc2ccccc2Cl)cc1,30,-13,27,11,.,6,0,7,9,2,0
O=C(Nc1ccc(Br)cc1F)c1nc[nH]c1C(=O)N1CCc2ccccc2C1,-10,6,-11,-17,.,6,10,-7,.,6,-35
C=CCSC1=N/C(=C\c2cc(OCC)c(OC(C)=O)c([N+](=O)[O-])c2)C(=O)S1,8,5,18,10,8,-21,-11,5,19,5,4
O=C(Nc1ccn(CCCNCc2ccc3c(c2)OCO3)c(=O)n1)OCc1ccccc1,-17,-3,-18,11,.,-2,-15,6,-8,-4,-9
Cc1ccc(C(=O)N/C(=C\c2ccc(-c3cc(Cl)ccc3Cl)o2)C(=O)NCc2cccnc2)cc1,30,-2,16,8,-1,14,-6,10,-2,-9,6
COc1ccc(NC(=O)CSc2nc3n[nH]c(C)c3c(=N)n2-c2ccc(Cl)c(C)c2)cc1OC,-16,22,23,6,0,56,10,-4,58,-9,4
O=C(Cn1ccc(NC(=O)OCc2ccccc2)nc1=O)NCCCn1ccnc1,-4,1,2,11,-4,-1,-22,-5,-13,-6,-2
Nc1c(Cl)cc(-c2cn(CCC(=O)O)c(-c3ccc(Cl)nc3)n2)cc1Cl,3,8,15,12,1,8,-16,-2,-6,-22,26
Cc1[nH]c2ccccc2c1CN1CCc2ccccc2C1,-1,-8,-5,3,2,6,6,-3,11,-3,-8
Cc1ccc(NC2=NC(c3ccccc3)n3c(nc(C)cc3=O)N2)c(C)c1 (configuration not stated),7,-9,-7,11,-3,5,-1,-1,1,5,-2
COc1ccc(-c2cc(CCCC(=O)NCCc3cc(OC)ccc3OC)no2)cc1,24,-9,5,-7,-3,19,-30,18,3,26,-24
CC(C)c1ccc(N2C(=O)CC(Sc3ncn[nH]3)C2=O)cc1 (configuration not stated),1,-5,12,6,1,-3,-8,-13,12,-6,12
CN[C@H]1C[C@H]2c3[nH]c4ccc(-c5cccc(C)c5)cc4c3CCN2C[C@H]1[C@H](C)O,12,4,90*,34,.,-30,2,9,.,-15,25
Cn1c(-c2ccc3c(c2)OCO3)cnc1NCc1cccc(Cl)c1,-5,-1,-89,-91,-2,-15,-47,-24,-36,2,8
Cc1cc(C=C2C(=O)c3ccccc3C2=O)c(C)n1-c1ccc(Cl)cc1,11,15,-158,-41,.,-23,-1,-36,-51,-32,4
CCOc1ccc(CN2CCN(S(=O)(=O)c3ccc(NC(C)=O)cc3)CC2)cc1OC,-4,-10,5,13,0,8,9,-8,0,-15,5
Cc1c(NC(=O)c2ccc(F)cc2)c(=O)n(-c2ccccc2)n1C,-13,8,5,16,-1,5,-13,-12,.,-11,-13
CCOc1ccccc1N(C)C(=O)C1CCN(S(=O)(=O)c2cccc3nonc23)CC1,1,-3,3,11,-2,3,-9,-29,-5,1,-1
CCN=C1S/C(=C\c2ccc(N3CCOCC3)cc2C)C(=O)N1CC,5,3,8,-33,0,1,9,-7,2,-5,18
Cc1cc(NC(=O)CSc2nnc(-c3ccccc3Cl)o2)no1,-5,-14,-72,-66,0,-41,-46,6,-18,3,-7
C/C=C/c1ccc(OCC(=O)NNC(=O)CN(C)S(=O)(=O)c2ccc(C)cc2)c(OC)c1,-6,-1,9,7,.,10,-22,7,8,-9,1
CCOC(=O)N1CCN(C(=O)CCc2c(C)nc3nc(C)nn3c2C)CC1,13,-11,15,12,-1,-2,9,8,-4,9,12
CC(=O)Nc1ccc(S(=O)(=O)NC2(C(F)(F)F)NC(=O)N(c3ccc(Cl)cc3)C2=O)cc1 (configuration not stated),-12,-7,17,-4,2,-24,0,-13,8,-1,-8
C=C1CCC[C@]2(C)C[C@H]3OC(=O)C(CN4CCOCC4)[C@H]3C[C@@H]12 (some centres not stated),30,-17,-65,11,-2,-20,-23,7,14,10,5
CCOc1cc(NC(=S)Nc2cccc(OC)c2)c(OCC)cc1NC(=O)c1ccc(C)cc1,1,7,8,-27,-4,20,-11,-61,6,2,-18
O=C(COC(=O)CCC(=O)N1CCOCC1)Nc1ccc(Br)cc1Br,-11,-19,-4,-28,.,-12,2,-10,-15,10,-22
COc1c(Cl)cc(Cl)cc1C(=O)Nc1ccccc1N1CCN(C(C)=O)CC1,-21,-9,13,10,-1,-32,-18,-2,-11,-4,-4
Cc1ccc(-c2nnn(CC(=O)N3C(C)CCCC3C)n2)cc1 (configuration not stated),-11,17,-24,-22,7,10,-21,-41,-9,-5,7
C#Cc1ccc([C@H]2C=C(C(=O)OCC=C)O[C@@H](OCc3ccc(CO)cc3)C2)cc1,-5,-15,-25,-2,3,1,-2,-4,5,-11,-5
COc1cc(C(CCN2CCN(c3ccccc3)CC2)c2c(OC)cc(OC)c3ccc(=O)oc23)cc(OC)c1OC (configuration not stated),-5,15,-8,15,2,7,3,-6,1,-4,25
CC(C)C[C@H](NC(=O)c1[nH]cnc1C(=O)N[C@H](C)c1ccccc1)C(=O)OC(C)(C)C,-15,36,27,15,6,31,-9,-7,9,-25,26
Nc1n[nH]c2ccccc12,13,-5,4,-3,-4,14,-41,-3,-9,-12,11
CCCC(=O)c1ccc(-c2ccccc2)cc1,-15,12,-112,-171,3,-24,-27,-62,-26,-1,6
CN1CCN(NC(=O)c2cc(-c3cccc(Cl)c3)nc3ccccc23)CC1,-17,-13,22,2,1,-2,1,-2,-2,-7,-14

# Next section
SMILES,TWEAK Fn14 block,C8 TRAIL sens,Peg3 prom inh,HIF-2a inh,NR2E3 ag-1,Shn3 3UTR inh,NR2E3 ag-2,TROY signal inh,TRPM1 prom inh,KKLEB tox,CF NFkB inh
Cc1ccc(N(CCC#N)C(=O)CSc2ccc3c(c2)OCCO3)cc1,3,-15,-1,-11,1,-1,3,12,-11,-3,-3
O=C(CN1C(=O)NC2(CCCC2)C1=O)c1ccc(Cl)s1,-7,-4,-46,-51,-3,-11,-23,-23,-21,-2,10
COc1cc(OC)cc(C(=O)Nc2cc(C)on2)c1,10,-3,0,-13,2,-5,4,-18,14,1,-14
CC(=O)c1c(C)[nH]c(C(=O)Nc2ccccc2N2CCOCC2)c1C,-21,-4,-14,-10,1,-59,9,-12,3,-3,-32
CSCCC(NC(=O)c1ccc(Cl)cc1)C(=O)OCC(=O)Nc1cc(Cl)ccc1C (configuration not stated),6,4,15,16,-3,-10,-23,9,-3,4,-10

# Three neighbouring entries from above, for reference:
SMILES,TWEAK Fn14 block,C8 TRAIL sens,Peg3 prom inh,HIF-2a inh,NR2E3 ag-1,Shn3 3UTR inh,NR2E3 ag-2,TROY signal inh,TRPM1 prom inh,KKLEB tox,CF NFkB inh
Cc1cccc(C(=O)N2CCCC(CCC(=O)N3CCN(c4ccccn4)CC3)C2)c1C (configuration not stated),3,4,9,-4,1,20,14,12,12,2,-30
COc1ccc(C(=O)NCc2nnc(SCC(=O)NCc3ccco3)o2)cc1,1,10,-3,7,2,-5,13,-12,0,-2,-12
O=C(CCCCCNC(=O)c1ccccc1)N/N=C/c1ccc(F)cc1,-9,0,-7,-4,-2,-3,-13,8,13,-2,-20

# Screens as filed in PubChem.
